RXFP1 ag = activates the human relaxin receptor RXFP1; HEK293T-RXFP1 cAMP TR-FRET, 30 min; response scale: percent of porcine relaxin response, buffer zero; Q9HBX9; Potency, µM (doses to about 57.5 µM), for inactives: at the top dose activation, hits mostly activators; actives 0.3% (n = 370,000); active means well fitted activation curve with a large enough effect; inconclusive means small, poorly fitted or top-dose-only effect; further: potency means the concentration at half of the fitted maximal effect; on the % scale 0 is the no-effect control and ±100 the full control effect; nearly all actives have a fitted effect of over 60% in size; many of its hits are not listed in these tables
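cAMP rise read by TR-FRET after 30 min, 37C compound exposure (up to 58 uM) in RXFP1-transfected HEK293 cells with Ro 20174 present. EC50 from Hill-equation fits, with 29 nM porcine relaxin as 100% and buffer as basal.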
TRHR enhancer = allosteric enhancers of human TRH receptor; P34981; AID 493056; enhancement, % at 2 µM; actives 0.66% (n = 360,000); TRHR cells, fluo-8 calcium fluorescence, EC20 TRH enhancement; in the data active means enhancement above about 30%; further: 0% is about no effect
Target sequence (P34981 whole entry, looked up): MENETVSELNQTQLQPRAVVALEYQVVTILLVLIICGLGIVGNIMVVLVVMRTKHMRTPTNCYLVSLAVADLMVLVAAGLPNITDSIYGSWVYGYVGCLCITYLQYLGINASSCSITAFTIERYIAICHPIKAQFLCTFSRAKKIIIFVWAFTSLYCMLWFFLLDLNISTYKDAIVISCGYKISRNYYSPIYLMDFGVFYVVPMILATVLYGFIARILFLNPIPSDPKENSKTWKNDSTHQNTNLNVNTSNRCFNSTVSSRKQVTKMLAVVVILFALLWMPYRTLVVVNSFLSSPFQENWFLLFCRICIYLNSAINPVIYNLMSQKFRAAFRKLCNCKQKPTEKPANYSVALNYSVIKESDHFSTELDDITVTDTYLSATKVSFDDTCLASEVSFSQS
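TRHR-expressing cells loaded with fluo-8 calcium dye were read kinetically (ex 480/em 530) during compound addition, then stimulated with an EC20 of TRH (10 nM final). Enhancement of the Gq-mediated intracellular calcium response was scored.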
D1 PAM = potentiators of human D1 dopamine receptor; P21728; HEK293 TREx D1 cells, calcium flux, dopamine EC20 potentiation; potentiation, % at 10 µM; actives 0.036% (n = 360,000); in the data active means potentiation above about 30%; further: 0% is about no effect
Target sequence (P21728 whole entry, looked up): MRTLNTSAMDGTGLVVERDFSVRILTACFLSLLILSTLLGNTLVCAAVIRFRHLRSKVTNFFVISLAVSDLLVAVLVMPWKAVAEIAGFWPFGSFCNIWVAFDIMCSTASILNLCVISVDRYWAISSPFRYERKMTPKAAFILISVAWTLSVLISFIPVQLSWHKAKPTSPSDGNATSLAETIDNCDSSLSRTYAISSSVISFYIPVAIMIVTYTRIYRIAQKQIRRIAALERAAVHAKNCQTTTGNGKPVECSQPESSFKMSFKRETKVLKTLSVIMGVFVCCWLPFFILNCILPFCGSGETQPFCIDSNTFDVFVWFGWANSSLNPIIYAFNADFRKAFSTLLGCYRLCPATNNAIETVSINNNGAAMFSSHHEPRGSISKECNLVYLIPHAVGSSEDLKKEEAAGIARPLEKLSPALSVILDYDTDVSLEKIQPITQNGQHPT
D1 antag = antagonists of human D1 dopamine receptor. P21728. HEK293 TREx D1 cells, calcium flux, dopamine EC80; active compounds read low. activity change, negative = inhibition, % at 10 µM. actives 3.2% (n = 360,000). AID 504652; in the data active means activity change below about -30%; further: on the % scale 0 is the no-effect control and ±100 the full control effect
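Compound effects on dopamine-evoked calcium signalling were measured in tetracycline-induced HEK293 Trex D1 cells. Dopamine at EC80 followed a 180 s compound pre-read, and fluorescence was tracked kinetically for 180 s more.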
D2 antagonist = antagonizes the human D2 dopamine receptor; P14416; HEK293 TREx D2 cells, calcium flux, dopamine EC80; inhibition, % at 10 µM; actives 2% (n = 340,000); in the data active means inhibition above about 30%; further: 0% is about no effect
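Measurement of antagonist activity uses fluorescent calcium dye in inducible HEK293 T-REx D2 cells: 10 s baseline, compound addition with 180 s read, EC80 dopamine addition with a further 180 s read.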
D2 potentiator = positive allosteric modulators of human D2 dopamine receptor; HEK293 T-REx D2, calcium flux, EC20 dopamine potentiation; potentiation, % at 10 µM; P14416; actives 0.34% (n = 340,000);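 active means potentiation over 3 SD above the plate norm, cut at about 30% in these data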; further: 0% is about no effect
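Potentiation of an EC20 dopamine calcium response is measured in a force-coupled, tetracycline-inducible Hek293 Trex D2 line. Compound-only kinetic reads over 180 s flag agonists before dopamine addition.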
D1 ag = agonists of human D1 dopamine receptor; actives 1% (n = 360,000); activation, % at 2 µM; AID 504660; P21728; HEK293 T-REx D1 cells, calcium flux, agonist mode; in the data active means activation above about 30%; further: 0% is about no effect
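Tetracycline-induced HEK293 TREx D1 cells, force-coupled to calcium signalling, were dye-loaded with a no-wash calcium kit. Compound was pin-added after a 10 s baseline. Fluorescence was read kinetically at 1 cycle/s for 180 s, with calcium rises flagged as agonism.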
D2 ag = D2 dopamine receptor (human) agonism; HEK293 T-REx D2 cells, calcium flux agonist mode; actives 0.53% (n = 340,000); P14416; AID 485358; activation, % at 2 µM;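 active means activation over 3 SD above normal in the single-dose calcium agonist read, cut at about 30% in these data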; further: 0% is about no effect
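Tetracycline-induced HEK293 T-REx cells with force-coupled D2 receptor, plated overnight at 30 C, loaded with no-wash calcium dye. After a 10 s baseline, compound was pin-added and calcium flux read kinetically for 180 s; calcium rises flagged agonists.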
RXFP1 antagonist = antagonists of human relaxin receptor RXFP1 | Q9HBX9 | activity change, negative = inhibition, % at 57.5 µM | actives 0.59% (n = 350,000) | HEK293-RXFP1, relaxin-stimulated cAMP HTRF, 30 min; active compounds read low;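 active means activity change of -60% or lower, but not beyond a set lower limit; inconclusive means change between -60% and -40%, or beyond the set limit; inactive means change above -40%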; further: on the % scale 0 is the no-effect control and ±100 the full control effect
Active calls of the source: *; ? = inconclusive; nt = no result given. Some of the compounds tested. The share of hits here may be higher or lower than overall.

SMILES,D2 antagonist,RXFP1 antagonist,D2 ag,D1 PAM,RXFP1 ag,TRHR enhancer,D1 antag,D1 ag,D2 potentiator
COc1cccc(C2=NOC(C(=O)Nc3cc(C)on3)C2)c1 (stereo not given),0,-10,-1.3,1,-4.2%,-5,-4,4,3
CCN(CC)CCCNC(=S)N1CCN(c2nc(-c3ccc(F)cc3)cs2)CC1,-14,-74*,-0.8,-13,1.1%,-3,-46*,43*,-11
CN(C)CCCNC(=S)/N=c1\sccn1Cc1ccccc1Cl,90*,-23,0.3,-6,2.8%,0,4,13,-40
c1ccc(-c2ccccc2OCCCCN2CCCCCC2)cc1,148*,?,0.3,-12,-0.5%,3,-35*,28,-41
Cc1nc(N[C@@H](Cc2c[nH]c3ccccc23)C(=O)O)c2oc3ccccc3c2n1,15,9,1.9,-7,1.9%,14,-15,2,12
CCCCNC(=O)CSc1nc2ccc(N3CCOCC3)cc2c(=O)n1Cc1ccc(OC)cc1,2,5,-0.5,10,?,6,2,1,4
Cc1nc2ccc(NC(=S)N3CCCC3)cc2nc1C,-8,-1,7.8,-3,17%,0,5,1,7
Clc1ccccc1-c1csc(Nc2cccnc2)n1,nt,-18,nt,-6,-1.8%,-1,-6,2,nt
O=C(N/N=C\c1ccc(Cl)cc1)C1=NOC2COC3(CCN(c4ccc([N+](=O)[O-])cc4)CC3)OCC12 (stereo not given),25,-11,0.6,-3,6.6%,3,-15,11,3
Cc1ccccc1OCC(=O)NCCNC(=O)c1cccnc1,7,-2,2.2,nt,10.0%,21,-11,2,0
COc1ccccc1Nc1nn2c(=O)c3ccc(C(=O)NCCCOC(C)C)cc3nc2s1,nt,nt,0.0,-1,13%,1,-1,0,8
CCCN(CCC)Cc1c(C(=O)N/N=C/c2ccc(Br)cc2)nnn1-c1nonc1N,-13,11,6.3,8,2.5%,3,0,6,-2
Cc1ccccc1Nc1nnc(SCC(=O)c2ccc(O)cc2O)s1,5,?,-0.5,-3,0.4%,3,4,7,-7
COC(=O)Nc1ccc(S(=O)(=O)Nc2ccccc2F)cc1,-8,10,-0.6,-5,0.1%,-3,25,3,6
CCOC(CCn1c(SCC(=O)Nc2cc(C)on2)nc2ccccc2c1=O)OCC,3,-2,-1.7,1,0.2%,5,6,1,2
Cc1ccnc(N2C(=O)c3ccccc3C2Nc2ccccc2Cl)c1 (stereo not given),1,-12,-2.2,16,0.0%,-7,-5,2,-7
CNC(=S)N(CCc1ccc(OC)c(OC)c1)C1CC(=O)N(c2ccccc2)C1=O (stereo not given),-4,-20,5.5,-3,1.5%,-1,-3,19,1
CCn1c(SCc2ccc(F)cc2Cl)nnc1-c1nonc1NC(C)=O,nt,-9,-2.0,-2,0.2%,-12,-26,8,19
COc1ccc(N(CC(=O)N2c3ccccc3CC2C)S(=O)(=O)c2c(C)nn(C)c2C)cc1 (stereo not given),-3,-7,-0.3,0,1.0%,0,3,1,7
CCc1ccc(N2C(=O)CN(S(=O)(=O)CC)CC2(C)C(=O)NC2CCCCC2)cc1 (stereo not given),nt,4,0.4,0,-2.5%,0,2,2,-25
O=C(Nc1ccc(O)cc1)c1ccc(NC(=O)C2CCCO2)cc1 (stereo not given),1,-2,0.1,-10,1.4%,0,-11,0,5
CCOc1ccc(NC(=O)CSc2ccc3nnc(-c4cccnc4)n3n2)cc1,-8,11,-1.4,-2,25µM*,-1,0,0,-12
O=C(Nc1ccccc1N1CCOCC1)c1ccncc1,-22,2,0.4,-6,-0.3%,7,-20,3,1
Cn1c(SCC(=O)N(Cc2ccccc2)C(C)(C)C)nc2ccccc21,8,-10,-0.7,-5,-0.6%,-17,12,1,-3

A draw from above in order of length of the SMILES, high to low:
SMILES,D2 antagonist,RXFP1 antagonist,D2 ag,D1 PAM,RXFP1 ag,TRHR enhancer,D1 antag,D1 ag,D2 potentiator
CCc1ccc(N2C(=O)CN(S(=O)(=O)CC)CC2(C)C(=O)NC2CCCCC2)cc1 (stereo not given),nt,4,0.4,0,-2.5%,0,2,2,-25
CNC(=S)N(CCc1ccc(OC)c(OC)c1)C1CC(=O)N(c2ccccc2)C1=O (stereo not given),-4,-20,5.5,-3,1.5%,-1,-3,19,1
O=C(Nc1ccc(O)cc1)c1ccc(NC(=O)C2CCCO2)cc1 (stereo not given),1,-2,0.1,-10,1.4%,0,-11,0,5

(list continues)
SMILES,D2 antagonist,RXFP1 antagonist,D2 ag,D1 PAM,RXFP1 ag,TRHR enhancer,D1 antag,D1 ag,D2 potentiator
c1cnc(N2CCN(c3ncnc4c3oc3ccccc34)CC2)nc1,15,nt,-0.6,-2,12%,4,-1,4,6
N#CCNc1ccc([N+](=O)[O-])cc1C#N,7,-6,0.1,1,-2.6%,3,9,4,0
COc1ccc(-c2nc3cc(NC(=O)COc4ccccc4C)ccc3o2)cc1,nt,-3,2.4,4,3.4%,-3,-54*,10,-5
O=C(CSc1ccc2nnc(-c3ccccc3)n2n1)NCc1ccco1,-14,8,-1.1,-6,21%,-2,-4,1,-3
Cc1ccc(C)c(/C=C2\N=C(c3ccccc3F)OC2=O)c1,1,1,0.6,4,-3.4%,5,1,5,-2
COc1ccc(N2CCN(C(=O)COC(=O)c3cc(S(=O)(=O)N(C)C)ccc3N3CCCC3)CC2)cc1,19,-9,-0.2,-6,1.5%,-6,-48*,3,7
COc1ccc(NC(=O)Nc2ccc(N3CCOCC3)c3nonc23)c(OC)c1,7,5,-1.5,0,1.0%,2,2,1,-2
Cc1cc(C(=O)Nn2c(-c3ccc(Br)cc3)nc3ccccc3c2=O)ccc1[N+](=O)[O-],-20,-7,1.6,-1,5.7%,2,-28,13,5
CCN1C(=O)[C@H]2[C@@H](c3ccc(-c4ccc(C(C)=O)cc4)cc3)N3CCC[C@@]3(C(=O)OC)[C@H]2C1=O,15,nt,-0.4,0,0.3%,1,-10,4,5
CCOC(=O)CC1(C)OCC(C[N+]2(C)CCCCC2)O1 (stereo not given),0,1,0.1,-10,-1.1%,0,1,2,-2
COc1cc(/C=N/NC(=O)COc2ccc([N+](=O)[O-])cc2)ccc1OCC(=O)N1CCOCC1,2,-4,0.6,-3,1.9%,-7,-18,2,0
CN(C)c1ccc(/C=N/NC(=O)CCCO)cc1,8,-20,0.4,-1,-11%,-3,1,9,22
Cc1cccc(N2CCN(C(=O)c3cc4c(=O)oc5ccccc5c4s3)CC2C)c1 (stereo not given),nt,nt,0.0,0,0.8%,3,-15,5,11
COc1ccc(C)cc1NC(=O)Cn1c(=O)cc(C)c2c(C)nn(C)c21,nt,0,0.8,0,-0.5%,-5,-31*,17,16
O=C(Nc1ccccc1N1CCN(C(=O)c2ccc(Cl)cc2)CC1)c1cc2ccccc2o1,-2,-5,-0.3,-4,-0.2%,12,5,2,-4
C/C(=N\Nc1cccc([N+](=O)[O-])c1)c1ccccc1O,-5,7,-0.2,-6,1.4%,8,-20,2,10
CNC(=O)CSc1nnc(CCc2ccccc2)n1-c1ccccc1,13,-12,0.3,4,1.0%,-5,13,1,-2
CCc1ccccc1NC(=O)Cn1cccc1C1=NC(c2ccccc2)CO1 (stereo not given),-2,nt,-1.4,0,6.7%,-12,-5,0,4
O=C(Oc1cc(=O)oc2c1c(=O)n1c3c(cccc23)CC1)c1ccccc1,-2,8,-2.4,7,6.3%,-1,-38*,4,17
O=C(NCCCN1CCOCC1)c1nn(-c2ccccc2)c(=O)c2ccccc12,7,7,-0.2,6,-1.2%,-5,4,2,1
O=C(c1cc([N+](=O)[O-])ccc1N1CCOCC1)N1CCCCC1,-4,-3,1.4,-3,3.2%,3,-4,1,-16
CN=c1sc2ccccc2n1CC(O)c1ccccc1 (stereo not given),10,3,-1.7,-5,0.1%,-3,-3,1,-3
CCOC(=O)C1CCN(C(=O)C(C)Sc2ccc(Cl)cc2)CC1 (stereo not given),nt,9,nt,-4,0.4%,-2,0,-1,nt
COc1ccc(CN2CC(C(=O)NCCCN3CCCCCC3)CC2=O)cc1 (stereo not given),-1,2,0.6,-5,1.1%,0,-1,2,-1
COc1ccc(-c2nc(CN3CCC(C(=O)NC4CCCC4)CC3)c(C)o2)cc1OC,19,-5,0.1,3,3.0%,-4,-10,0,5
CC12CCC(C(=O)NC(c3ccccc3)c3ccccc3)(OC1=O)C2(C)C (stereo not given),4,-16,-1.0,-5,1.0%,-2,3,0,21
NC(=O)CC(NC(=O)c1ccc(Br)cc1)c1ccc(NCc2ccc(F)cc2)c([N+](=O)[O-])c1 (stereo not given),-3,nt,0.1,-6,4.1%,17,-20,4,20
C/C(=N\NC(=O)C(O)(c1ccccc1)c1ccccc1)c1ccc(C)o1,-3,-1,0.2,-2,1.8%,9,2,2,-1
CCc1ccc2nc(N(CCN(CC)CC)C(=O)c3ccco3)sc2c1,nt,-18,0.5,-4,4.3%,2,3,11,-17
Cc1ccc(C)c(C(C)NC(=O)C2C3CCC(O3)C2C(=O)O)c1 (stereo not given),nt,nt,nt,-9,1.8%,4,-17,5,5
COc1ccc(OCCCC(=O)NCCc2ccc(OC)c(OC)c2)cc1,3,-26,-0.2,-1,5.0%,0,2,2,10
CCOC(=O)c1c(-c2ccccc2)csc1NC(=O)c1cc(-c2ccc(F)cc2)on1,nt,nt,0.0,2,2.6%,8,2,1,17
CCc1ccccc1N1C(=O)N(CC(=O)c2ccc(OC)cc2)c2ccccc2S1(=O)=O,nt,nt,0.5,-2,2.0%,-1,26,9,-2
Cc1ccc(CSc2ncnc3c2cnn3Cc2ccccc2)cc1C,11,-13,0.2,-2,2.1%,-4,nt,8,-18
COc1cc(OC)cc(C(=O)NNC(=O)c2ccccc2Br)c1,10,-5,0.1,2,-0.9%,1,-9,2,-1
CCCCOC(=O)c1ccc(NC(=O)CSCc2n[nH]c(=O)[nH]2)cc1,5,-8,-0.4,-6,2.5%,-4,2,3,11
COc1ccccc1C(=O)NC(=S)NNC(=O)c1sc2ccccc2c1Cl,24,19,29,6,-0.5%,3,10,199*,-9
Cc1csc(NS(=O)(=O)c2cccc([N+](=O)[O-])c2)n1,34*,-8,0.9,7,2.7%,17,-12,6,-22
CCn1c(SCC(=O)Nc2cccc(NC(C)=O)c2)nnc1C(C)C,-13,-4,0.3,-4,-0.8%,-3,1,3,6
Cc1ccc(N(Cc2ccc(C(=O)NCC3CCCO3)cc2)S(C)(=O)=O)cc1C (stereo not given),7,11,-0.2,0,-1.1%,3,1,-1,-19
